# S-ASM inh – Inhibitors of Secretory Acid Sphingomyelinase (S-ASM): qHTS; Sphingomyelin phosphodiesterase (Homo sapiens), P17405; placental ASM, HMU-PC fluorogenic substrate, 60 min; Potency, µM (titrated, usually from 57.5 µM), without a hit: at the top dose activity change, negative = inhibition, usual class: inhibitors; 340,000 compounds, 0.006% hits; AID 504937, 2011; note: potency is the fitted concentration of half-maximal effect
# Target sequence (P17405 47-631 limits assumed): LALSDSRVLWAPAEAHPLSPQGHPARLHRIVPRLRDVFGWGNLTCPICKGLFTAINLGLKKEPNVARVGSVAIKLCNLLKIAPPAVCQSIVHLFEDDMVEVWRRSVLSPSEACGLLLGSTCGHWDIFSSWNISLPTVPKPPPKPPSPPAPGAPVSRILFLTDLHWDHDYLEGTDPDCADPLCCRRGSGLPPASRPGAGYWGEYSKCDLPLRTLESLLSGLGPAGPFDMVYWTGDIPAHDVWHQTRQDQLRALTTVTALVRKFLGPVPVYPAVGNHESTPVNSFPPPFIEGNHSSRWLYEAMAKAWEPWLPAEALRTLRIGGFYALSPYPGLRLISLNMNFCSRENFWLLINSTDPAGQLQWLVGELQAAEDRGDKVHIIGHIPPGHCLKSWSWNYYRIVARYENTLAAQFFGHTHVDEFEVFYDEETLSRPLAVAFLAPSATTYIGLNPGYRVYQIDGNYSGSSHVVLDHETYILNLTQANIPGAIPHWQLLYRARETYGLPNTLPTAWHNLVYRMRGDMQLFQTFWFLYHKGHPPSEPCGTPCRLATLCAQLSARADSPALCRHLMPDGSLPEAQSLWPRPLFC
#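 Human placenta-derived ASM preincubated with compound 10 min at room temperature, then reacted with 9 uM (final) fluorogenic HMU-PC substrate for 60 min at 37 C. Stop solution raises pH to 10; fluorescence read at Ex 386/Em 447 nm.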
# Giardia kill – Small Molecules that selectively kill Giardia lamblia: qHTS; 340,000 compounds, 0.15% hits; activity change, % at 7.66 µM, hits read low; Giardia lamblia trophozoite viability; AID 540267, 2011; in the data active = activity change below about -80%; inconclusive = between about -30% and that limit;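 note: parasites exposed to compound for two days anaerobically before the ATP read; % is set by controls: 0 for no effect and ±100 for the full control effect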
#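 Luminescence from cellular ATP indicates surviving trophozoites (100 cells/well) following 48 hrs anaerobic compound treatment at 37 deg C; signal develops 15-30 min at room temperature.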
# Integrin act MD – qHTS for Activators of Integrin-Mediated Alleviation for Muscular Dystrophy; AID 624291, 2012; Potency, µM (titrated, usually from 38.3 µM), inactives show at the highest dose activation, most hits filed as activators; alpha7betagal myoblasts, beta-gal FDG fluorescence, 48 h; 350,000 compounds, 0.064% hits;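 note: potency is the fitted concentration of half-maximal effect; 100% = response of the positive control SU9516; nearly all actives have a fitted effect of over 60% in size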
#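 alpha7betagal+/- myoblasts (passage 13, 250/well) treated 48 h at 37C with compounds at 1:260 dilution of DMSO stock. Lysed, then beta-galactosidase activity read as FDG fluorescence (ex 480/em 540) after 30 min, with pre-read for autofluorescence.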
# TSG101-PTAP inh – qHTS Assay for Iinhibitors of HIV-1 Budding by Blocking the Interaction of PTAP/TSG101; AID 493005, 2010; Tumor susceptibility gene 101 protein (Homo sapiens), Q99816; 340,000 tested, under 10 active; Potency, µM (top dose mostly 115 µM), inactives show at the top dose activity change, negative = inhibition, hits mostly inhibitors; Fluorescence polarization, FITC-PTAP peptide / Tsg101 binding; active = well fitted inhibition curve with a large enough effect in the main read-out, with a control signal flat, not every such curve was filed as active; inconclusive = small, poorly fitted or top-dose-only effect, or effect the other way, or a change in a side signal; inactive = no such curve, though single readings can be large or run the other way; note: potency is the fitted concentration of half-maximal effect; % of control where 0% means no effect
# Target sequence (Q99816 whole entry, looked up): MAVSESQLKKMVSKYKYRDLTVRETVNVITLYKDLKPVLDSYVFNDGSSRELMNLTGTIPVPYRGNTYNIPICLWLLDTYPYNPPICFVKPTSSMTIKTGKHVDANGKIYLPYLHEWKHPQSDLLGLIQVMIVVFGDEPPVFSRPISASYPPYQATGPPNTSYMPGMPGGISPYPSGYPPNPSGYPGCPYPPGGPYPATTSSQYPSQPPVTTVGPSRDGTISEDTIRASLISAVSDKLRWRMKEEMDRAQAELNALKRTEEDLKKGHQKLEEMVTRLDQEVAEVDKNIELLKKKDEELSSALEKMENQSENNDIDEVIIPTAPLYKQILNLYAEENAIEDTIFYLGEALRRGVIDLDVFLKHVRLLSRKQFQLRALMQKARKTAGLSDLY
#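 Fluorescence anisotropy tracks displacement of a FITC-tagged PTAP peptide (50 nM) from the Tsg101 binding domain (10 uM), following a 20 min room-temperature incubation at pH 7.5.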
# * = called active by the depositor; i = inactive; ? = inconclusive; [ ] = remark or other dose. Unless noted, calls come from the whole dose curve; as a rule, active = well fitted curve in the direction sought with a large enough effect; inconclusive = small, poorly fitted or top-dose-only effect, or another doubt; inactive = no such curve, though single readings can be large; an effect the other way counts as inactive or inconclusive.
1: CCOC1CCCC(n2cnc3c(=S)nc[nH]c32)O1 (centres undefined)
2: Cc1ccc2c(C)nc(Nc3ncc4c(n3)CCCC4=O)nc2c1
3: CC(SC(C)C(=O)NN=Cc1cccc(Cl)c1)C(=O)NN=Cc1cccc(Cl)c1 (centres undefined)
4: CSc1nc(N)nc2c1ncn2C1OC(CO)C(O)C1O (centres undefined)
5: CSc1ncnc2[nH]ncc12
6: Cc1ccc(NC(=O)c2ncn(CCCN3CCN(c4ncccn4)CC3)n2)cc1C
compound no.,1,2,3,4,5,6
S-ASM inh,8%,1%,-3%,1%,-3%,0%
Giardia kill,-21,0,1,-22,-17,-15
Integrin act MD,15%,-10%,11%,-25%,-1%,-10%
TSG101-PTAP inh,-9%,-6%,1%,-7%,-3%,-4%

7: COc1ccccc1NC(=O)C1CC(C(C)C)OC1=O (centres undefined)
8: Cc1c(Cl)cccc1NC(=O)CC(NCCN1CCOCC1)C(=O)O (centres undefined)
9: C[C@H]1C=C(C(=O)O)O[C@@H](OCc2ccc(CO)cc2)C1
10: O=C1C(=NO)CCc2ccccc21
11: CC12CC3OC3CC1CCC1C2CCC2(C)C1CCC21OCCO1 (centres undefined)
12: O=C(CN1C(=O)c2ccccc2S1(=O)=O)N1CCN(c2cccc(Cl)c2)CC1
compound no.,7,8,9,10,11,12
S-ASM inh,-2%,2%,0%,4%,-2%,-2%
Giardia kill,-6,-21,-24,7,-16,-9
Integrin act MD,-1%,6%,-41%,-59%[inhibitor],17%,4%
TSG101-PTAP inh,-2%,1%,-2%,-6%,-4%,-5%

13: C=CCOC(=O)C1=C[C@H](c2csc3ccccc23)C[C@H](OCc2ccc(CO)cc2)O1
14: Cc1ccc(CN2[C@@H](CC(C)C)COCCS2(=O)=O)cc1
15: COc1cc2c(cc1OC)C(O)C(O)(CO)C(C(=O)O)C2c1cc(OC)c(OC)c(OC)c1 (centres undefined)
16: C=C1CC[C@@H]2[C@](C)(CCC[C@@]2(C)/C=C/[C@@H](O)C(C)(C)O)[C@H]1CC(=O)NCCS(=O)(=O)O
17: CC(C)Cc1ccc(C(C)C(N)=Nc2ccc(O)cc2)cc1 (centres undefined)
18: Cn1c2ccccc2c(=O)c2ccc(NCc3ccc4c(c3)OCO4)cc21
compound no.,13,14,15,16,17,18
S-ASM inh,-5%,-4%,0%,-7%,-1%,i
Giardia kill,-13,-15,14,7,4,-11
Integrin act MD,-6%,8%,3%,-26%,-72%[inhibitor],18%
TSG101-PTAP inh,-6%,-2%,-1%,3%,-2%,-12%

# Part of the list above with just S-ASM inh and TSG101-PTAP inh:
entry | SMILES | S-ASM inh | TSG101-PTAP inh
16 | C=C1CC[C@@H]2[C@](C)(CCC[C@@]2(C)/C=C/[C@@H](O)C(C)(C)O)[C@H]1CC(=O)NCCS(=O)(=O)O | -7% | 3%
17 | CC(C)Cc1ccc(C(C)C(N)=Nc2ccc(O)cc2)cc1 (centres undefined) | -1% | -2%

# A second format for part of the listing above:
no.	smiles	S-ASM inh	Giardia kill	Integrin act MD	TSG101-PTAP inh
15	COc1cc2c(cc1OC)C(O)C(O)(CO)C(C(=O)O)C2c1cc(OC)c(OC)c(OC)c1 (centres undefined)	0%	14	3%	-1%
16	C=C1CC[C@@H]2[C@](C)(CCC[C@@]2(C)/C=C/[C@@H](O)C(C)(C)O)[C@H]1CC(=O)NCCS(=O)(=O)O	-7%	7	-26%	3%
17	CC(C)Cc1ccc(C(C)C(N)=Nc2ccc(O)cc2)cc1 (centres undefined)	-1%	4	-72%[inhibitor]	-2%

# (next part)
19: CCOC(=O)C(NC(=O)c1ccccc1)C(C)(C)SCc1ccccc1 (centres undefined)
20: COc1cccc(C=NNc2ccc([N+](=O)[O-])cn2)c1OC
21: Cc1cc2ncn(S(=O)(=O)c3ccc(S(=O)(=O)N4CCCCCC4)cc3)c2cc1C
22: CN(C)/C=C(/C(=O)c1ccccc1Cl)S(=O)(=O)c1ccccc1
23: Cc1ccc(Nc2n[nH]c(=S)s2)cc1F
24: O=C(NCCc1ccccc1)c1ccc(NC(=O)C2CCCCC2)cc1
compound no.,19,20,21,22,23,24
S-ASM inh,-6%,8%,8%,0%,1%,3%
Giardia kill,0,-15,6,-6,17,4
Integrin act MD,23%,-3%,-25%,-8%[7.66 µM],13%,5%
TSG101-PTAP inh,-1%,2%,-4%,-7%,-2%,-1%

25: Cc1ccc(NC(=O)N(O)C2CCCCC2C#N)cc1 (centres undefined)
26: OCc1ccc(N=Nc2ccccc2)cc1
27: CC[C@]12C(=O)N(C)C[C@H]([C@@H]3C(=O)N(C)C(=O)[C@@H]31)N2C(=O)c1ccc(Br)cc1
28: Cc1cc(=O)[nH]c2[nH][nH]c(=O)c12
29: O=C(/C=C/c1cccs1)c1ccco1
30: CCO[C@H]1OC(C(=O)NCc2ccccc2)=C[C@@H](C(C)(C)C)[C@@H]1CCCO
compound no.,25,26,27,28,29,30
S-ASM inh,0%,-4%,6%,3%,0%,3%
Giardia kill,-4,?,10,9,-2,3
Integrin act MD,1%,-17%,-4%,-2%,-23%,28%
TSG101-PTAP inh,-4%,-1%,-2%,-2%,-5%,-5%

31: S=c1nc[nH]c2c1ncn2-c1ccccc1
32: OC(CN1CCCCC1)c1ccc2c3c(cccc13)CC2 (centres undefined)
33: O=C(CN1C(=O)NC2(CCCC2)C1=O)N1CCN(c2ccc(C(F)(F)F)cc2[N+](=O)[O-])CC1
34: CC(C)CN1CCC(CN2CCNC(=O)C2=O)CC1
35: O=S(=O)(O)c1ccc(O)c2cc(Nc3ccccc3)ccc12
36: COc1ccc(CNC(=O)C2(CC3CC(c4ccccc4)=NO3)CCNCC2)cc1 (centres undefined)
compound no.,31,32,33,34,35,36
S-ASM inh,-1%,3%,-6%,-2%,48%,5%
Giardia kill,9,-8,31[activator],-2,-1,9
Integrin act MD,1%,0%,?,9%,-13%,-9%
TSG101-PTAP inh,1%,-4%,-6%,-7%,-14%,-6%

37: CC1CCN(S(=O)(=O)c2ccc(NC(=O)C3CCCCC3C(=O)O)cc2)CC1 (centres undefined)
38: COC(=O)C1CC2(C(=O)OC)CC(C(=O)OC)(CC(C(=O)OC)C2=O)C1=O (centres undefined)
39: Clc1ccccc1C=NNc1ccccn1
40: O=C(Nc1ccc(C(=O)N2CCCCC2)cc1)C1CCC1
41: Cc1nc2nc(C)n(CCN3CCOCC3)c(=O)c2c(-c2cccc([N+](=O)[O-])c2)c1C(=O)CCCCCCCCCCN1CCC(c2ccccc2)(c2ccccc2)CC1
42: O=C(O)c1ccccc1NS(=O)(=O)c1ccc(N/N=C/c2ccc(O)c(O)c2)c([N+](=O)[O-])c1
compound no.,37,38,39,40,41,42
S-ASM inh,-1%,1%,-3%,4%,?,?
Giardia kill,-4,-6,23,9,-14,-2
Integrin act MD,-35%,18%,0%,15%,-54%[inhibitor],23%
TSG101-PTAP inh,-1%,-1%,-1%,1%,-2%,0%

43: CC(SC(C)C(=O)NN=Cc1ccc(F)cc1)C(=O)NN=Cc1ccc(F)cc1 (centres undefined)
44: O=C1[C@H](Cc2ccccc2)NCC=CC[C@@H](c2ccc(Cl)cc2)N1Cc1ccccc1
45: NC(=S)N=Nc1ccc(O)cc1
46: CC(=O)O[C@@H](C[C@@H](C)C1=C2C[C@H](O)C3[C@@]4(C)CCC(=O)C(C)(C)C4CC[C@]3(C)[C@@]2(C)CC1)[C@H]1OC1(C)C (some centres undefined)
47: O=C1C(Br)=C(c2ccccc2)C(c2ccccc2)=C1c1ccccc1
48: CC(=O)NC1CCC(=O)C=C1c1ccccc1 (centres undefined)
compound no.,43,44,45,46,47,48
S-ASM inh,1%,-12%,1%,-14%,-6%,4%
Giardia kill,22,-2,-8,-23,20,-17
Integrin act MD,15%,-6%,27%,3%,-15%,34%
TSG101-PTAP inh,1%,-4%,-2%,1%,-1%,-1%

49: CC(=O)Oc1ccc2cc(-c3cccnc3)c(=O)oc2c1
50: CC(C)=CCc1c([C@@H]2CCc3ccc(O)cc3O2)cc2c(c1O)OC(C)(C)C=C2
51: O=S1(=O)c2ccc(Br)cc2N2CCC[C@@H]2CN1C1CC1
52: COc1ccc(NS(=O)(=O)c2cc(NC(=O)C(CC(C)C)NC(N)=O)ccc2N2CCOCC2)cc1 (centres undefined)
53: CCC(=O)Nc1ccc2c(c1)Cc1cc([N+](=O)[O-])ccc1-2
54: Cc1c(NC(=O)C(C)OC(=O)c2c3c(nc4ccccc24)CCC(C)C3)c(=O)n(-c2ccccc2)n1C (centres undefined)
compound no.,49,50,51,52,53,54
S-ASM inh,i,-7%,-10%,1%,0%,-3%
Giardia kill,3,-14,-4,0,-8,1
Integrin act MD,4%,-9%,0%,15%,13%,-28%
TSG101-PTAP inh,0%,1%,-6%,0%,0%,-5%

55: CC(=O)NCCc1c[nH]c2ccc(OCc3ccccc3)cc12
56: CCOC(=O)C[C@H]1c2cc(F)ccc2S(=O)(=O)N1C(C)(C)C
57: CN(C(=O)c1ccc(NC(=O)Cc2ccc(NC(=O)C3CCCN(C(=O)c4ccccc4)C3)cc2)cc1)C1CCCC1 (centres undefined)
58: Cc1ccc(S(=O)(=O)NC(=S)c2ccccc2)cc1
59: Cc1cccc(C(=O)NC(=S)NCc2ccccc2)c1
60: COc1ccccc1NS(=O)(=O)c1cc(NC(=O)c2ccc(NC(C)=O)cc2)ccc1N1CCOCC1
compound no.,55,56,57,58,59,60
S-ASM inh,-2%,-7%,-5%,3%,0%,-27%
Giardia kill,-23,-2,-6,?,-8,-22
Integrin act MD,-28%,-15%,23%,18%,-18%,33%
TSG101-PTAP inh,-3%,-1%,-5%,0%,-2%,0%

61: O=C1c2cccc3cccc(c23)C(=O)N1CCCn1ccnc1
62: Cc1cc2ncn(S(=O)(=O)c3ccc(S(N)(=O)=O)cc3)c2cc1C
63: Nc1cc2c(cc1Br)[nH]c(=O)c1ccccc12
64: O=C(Nc1ccn(CCCNCCN2CCOCC2)c(=O)n1)OCc1ccccc1
65: CN(C)c1nc(N(C)C)c2cnn(C)c2n1
66: C=CCN1CCC(=O)C(C(=O)OCC)=C1C(=O)OCC
compound no.,61,62,63,64,65,66
S-ASM inh,2%,8%,-7%,-5%,5%,3%
Giardia kill,17,-17,-22,1,-3,-11
Integrin act MD,14%,-25%,0%,8%,21%,-7%
TSG101-PTAP inh,-3%,-8%,-1%,1%,-5%,-9%

67: CC1(C)CC=CC(COC(=O)c2ccccc2C(=O)O)C1 (centres undefined)
68: COC(=O)C[C@H]1c2cc(F)ccc2S(=O)(=O)N1Cc1ccccc1OC
69: COc1ccc2nc(-c3ccccc3)nc(SC)c2c1
70: O=Cc1ccc(-c2cccs2)s1
71: c1ccc(OCCSc2ncnc3nc[nH]c23)cc1
72: CC(=O)Nc1c(Br)cc2c(c1Br)Cc1cc(Br)ccc1-2
compound no.,67,68,69,70,71,72
S-ASM inh,7%,0%,1%,i,1%,-6%
Giardia kill,-6,?,-26,8,-18,6
Integrin act MD,13%,-6%,16%,22%,4%,23%
TSG101-PTAP inh,-3%,-1%,0%,-5%,-2%,0%

73: CCN1C[C@@H]2[C@@H]3C(=O)N(C)C(=O)[C@@H]3[C@](Cc3ccccc3)(C1=O)N2C(=O)c1ccccc1
74: CCOc1cc(NC(=O)c2ccco2)c(OCC)cc1NC(=O)COc1ccccc1C
75: CN=C1S/C(=C\c2cccc(Cl)c2Cl)C(=O)N1C
76: CC(=O)C[C@H]1c2cc(C(F)(F)F)ccc2S(=O)(=O)N1C1CCCC1
77: COc1cccc(C=C2SC(=S)NC2=O)c1
78: CCC1c2ccccc2C(=O)C1C(N)=O (centres undefined)
79: COc1cc(C2C(C(=O)c3cccs3)=C(O)C(=O)N2CCN2CCOCC2)ccc1OCCC(C)C (centres undefined)
compound no.,73,74,75,76,77,78,79
S-ASM inh,1%,39%[activator],-4%,3%,-1%,5%,-1%
Giardia kill,4,20,0,-18,-12,-12,-10
Integrin act MD,38%,31%,-2%,13%,23%,18%,-2%
TSG101-PTAP inh,-6%,0%,0%,0%,-4%,-3%,-1%

# Assay outcomes: PubChem, National Center for Advancing Translational Sciences (NCATS)

# Only part of the results is shown, so the mix of outcomes need not match the whole.
